HKDC1 inh: HKDC1 (human) hexokinase inhibition; Q2TB90; recombinant HKDC1, G6PDH/diaphorase resazurin coupled fluorescence; inhibition, % at 20 µM; 340,000 tested, 0.16% active; AID 493160;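 active = inhibition above about 35% when tested at 20 µM, limit read from the data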;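 note: plate controls were DMSO wells with enzyme for no effect and DMSO wells lacking enzyme for full effect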
Target sequence (Q2TB90 whole entry, looked up): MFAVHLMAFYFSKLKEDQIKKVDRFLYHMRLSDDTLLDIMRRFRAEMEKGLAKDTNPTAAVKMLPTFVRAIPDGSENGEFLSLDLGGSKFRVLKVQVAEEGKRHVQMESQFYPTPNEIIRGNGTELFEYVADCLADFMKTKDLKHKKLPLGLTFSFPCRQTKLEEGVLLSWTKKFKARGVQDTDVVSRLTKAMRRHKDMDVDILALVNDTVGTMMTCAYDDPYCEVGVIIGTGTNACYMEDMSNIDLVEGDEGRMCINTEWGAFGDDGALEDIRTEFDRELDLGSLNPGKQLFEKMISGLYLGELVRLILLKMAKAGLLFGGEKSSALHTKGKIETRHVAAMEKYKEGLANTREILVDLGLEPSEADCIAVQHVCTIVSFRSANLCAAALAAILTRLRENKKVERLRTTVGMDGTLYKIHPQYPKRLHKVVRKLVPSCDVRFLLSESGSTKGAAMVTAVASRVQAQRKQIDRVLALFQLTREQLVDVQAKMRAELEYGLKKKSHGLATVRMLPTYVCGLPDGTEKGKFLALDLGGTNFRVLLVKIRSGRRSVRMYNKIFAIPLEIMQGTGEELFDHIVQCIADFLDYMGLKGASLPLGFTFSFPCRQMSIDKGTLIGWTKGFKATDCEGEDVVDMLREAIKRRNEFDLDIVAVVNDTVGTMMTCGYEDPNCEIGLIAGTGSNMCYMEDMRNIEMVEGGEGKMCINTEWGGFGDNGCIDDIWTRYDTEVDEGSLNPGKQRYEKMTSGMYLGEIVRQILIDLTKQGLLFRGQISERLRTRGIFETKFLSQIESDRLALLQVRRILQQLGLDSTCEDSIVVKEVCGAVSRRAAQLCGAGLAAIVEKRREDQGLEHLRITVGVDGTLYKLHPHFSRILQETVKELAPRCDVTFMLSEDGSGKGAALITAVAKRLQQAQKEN
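test system = in-house recombinant HK5 (HKDC1) enzyme | amount = HKDC1 at 5 µg/mL | control set = DMSO-enzyme wells negative, buffer-substituted wells positive | compound = one dose of 20 µM, 1% DMSO | schedule = reaction time 90 min, room temperature, protected from light | technique = resorufin fluorescence at 613 nm | reagent = glucose with 1 mM ATP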
SENP1 FRET inh: inhibitors of human SENP1 SUMO protease catalytic domain; AID 624204; recombinant SENP1 catalytic domain, CyPet-SUMO1-YPet FRET cleavage; 360,000 tested, 0.21% active; inhibition, % at 10 µM; Q9P0U3;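 active = inhibition at least 30% at 10 µM, raw YFP signal under a set limit, fluorescence ratio 0.5 to 1.5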;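 note: 0% = enzyme with DMSO and 100% = no enzyme wells; some results filed as inactive read as strong as hits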
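system = hSENP1 catalytic domain, recombinant | reagent = SFCypet-SUMO1-SFYpet substrate at 25 nM | doses = one dose per compound, 10 µM, 0.5% DMSO | incubation = enzyme reaction for 50 min at room temperature, dark | measured by = FRET, CFP and YFP emission | controls = no-enzyme low, enzyme-DMSO high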
beta cell repl: induces beta-cell replication in MIN6 cells; proliferation, % at 10 µM; 330,000 tested, 0.29% active; MIN6 cells proliferation, ATPlite luminescence, 48 h; cells starved in 0.2% serum; 100% = growth in 10% serum;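 active = compounds whose signal lies at least 3.5 SD above the mean of all wells on their plate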;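 note: 0% = DMSO-treated cells in low-serum medium and 100% = 10% serum control; some compounds called inactive have numbers as strong as hits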
PfGluPho inh: PfG6PD (Plasmodium falciparum) enzyme inhibition | PfGluPho enzyme, NADPH resazurin-diaphorase fluorescence | inhibition, % at 20 µM | 350,000 tested, 0.78% active;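 active = inhibition reaching at least a set limit at 20 µM in the primary screen, cut at about 59% in these data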;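 note: 0% = DMSO wells with substrate and 100% = DMSO wells lacking glucose-6-phosphate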
SENP6 inh: blocks the human protease SENP6. 330,000 tested, 1.8% active. AID 2599. Recombinant SENP6 catalytic domain, aminoluciferin luminescence. inhibition, % at 10 µM. Q9GZR1;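 active = inhibition above about 50% at the single tested dose, limit read from the data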;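 note: plate controls were DMSO wells with enzyme for no effect and DMSO wells lacking enzyme for full effect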
SENP8 block-1: blocks the human protease SENP8 | 330,000 tested, 1.2% active | inhibition, % at 10 µM | purified SENP8, Z-RLRGG-aminoluciferin cleavage, luminescence | AID 2540 | Q96LD8; in the data active = inhibition above about 50%
UBC13 polyUb: blocks human UBC13 polyubiquitin chain formation. TR-FRET. inhibition, % at 20 µM. 330,000 tested, 0.47% active; in the data active = inhibition above about 45%, passing the limit was not always enough
SENP8 block-2: blocks human SENP8 cleavage of Nedd8 substrate; Q96LD8; recombinant SENP8, Nedd8 substrate fluorescence; inhibition, % at 20 µM; 360,000 tested, 0.64% active; AID 602440; in the data active = inhibition mostly above about 40%, no sharp cut-off; inactive = mostly below about 27%
SENP7 block: SENP7 protease inhibition | 330,000 tested, 1.5% active | inhibition, % at 5 µM | Q9BQF6 | recombinant SENP7, Z-RLRGG-aminoluciferin luminescence, 40 min;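 active = inhibition above about 50% at the single test dose, limit read from the data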;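 note: plate controls were DMSO with enzyme for no effect and no enzyme buffer wells for full effect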
* hit, by the source's call; nt = no result given.

SMILES	HKDC1 inh	SENP1 FRET inh	beta cell repl	PfGluPho inh	SENP6 inh	SENP8 block-1	UBC13 polyUb	SENP8 block-2	SENP7 block
CN(C(=O)c1cccc(NC(=O)Cc2cccc([N+](=O)[O-])c2)c1)C1CCCC1	-1.4	2.0	-1.0	1.3	-11.5	-8.4	-11.8	14.3	-7.9
CCCN(CC(=O)Nc1ccccc1C)C(=O)CCCc1c[nH]c2ccccc12	-1.7	-0.9	-3.1	0.7	20.3	-1.6	7.8	4.0	5.5
O=C(O)CCC(=O)NCc1ccc(F)cc1	7.2	1.2	-0.6	-5.4	-3.2	0.3	7.1	6.8	-8.7
Cc1ccc(-c2nc(C(Cl)Cl)c3ccccc3n2)cc1	-1.3	2.1	-5.8	8.7	-7.1	2.4	-5.9	26.3	2.5
O=S(=O)([N-]c1nc2ccccc2nc1-[n+]1ccc(Cc2ccccc2)cc1)c1ccc(Br)s1	15.9	-38.2	-3.9	15.9	0.4	4.7	-25.8	-15.0	13.5
CCN(CC)S(=O)(=O)c1cccc(C(=O)NC(Cc2c[nH]c3ccccc23)c2nnc3n2CCCCC3)c1 (stereo not given)	-2.0	2.3	-3.0	-0.6	1.9	1.6	3.1	-3.3	1.5
Cc1ccc2[nH]c(=O)c(CN(CCc3ccccc3)C(=O)N3CCOCC3)cc2c1	-2.7	-0.6	-2.3	-10.6	10.7	-1.5	2.0	-61.1	7.1
CCCCn1c(N)c(N(CCOC)C(=O)CSc2n[nH]c(-c3ccc(OC)cc3)n2)c(=O)[nH]c1=O	-0.2	-0.2	-1.9	-7.7	-4.8	-4.6	2.7	3.5	-10.7
O=S(=O)(NCCO)c1ccc2c(c1)Cc1cc(S(=O)(=O)NCCO)ccc1-2	-0.6	3.2	-1.7	-4.6	-8.4	-1.5	1.2	13.0	-9.3
COc1ccc(OC)c(NC(=O)CCC(=O)Nc2nnc(C(C)C)s2)c1	-11.6	-1.2	-2.8	-17.6	4.3	0.0	-4.6	15.4	9.3
COc1cc(C(=O)Nc2cc3c(cc2N2CCCCC2)n(C)c(=O)n3C)cc(OC)c1OC	1.7	-2.7	-4.4	46.9	-7.9	-3.8	18.1	-17.3	1.8
COc1cccc2sc(N(C)c3ccccc3)nc12	1.1	-0.5	-4.0	2.4	47.4	76.1*	13.3	16.4	88.9*
O=S(=O)(c1ccc2ccccc2c1)N1CCN(C2Cc3ccccc3C2)CC1	-0.4	1.9	4.6	-2.4	-1.5	5.5	3.8	7.8	1.2
Cc1c(Cl)c([N+](=O)[O-])nn1Cc1ccc(C(=O)N/N=C\c2ccccn2)o1	-6.1	0.3	nt	-7.8	nt	nt	nt	21.4	nt
Cc1ccc(Nc2ncnc3c2cnn3C)cc1	-5.9	2.0	-0.6	-3.4	-0.6	-3.0	-6.5	8.7	3.4
Cc1ccc(OCC(=O)Nn2c(C)nc3ccccc3c2=O)c(C(C)C)c1	-2.9	-1.5	-1.4	-8.3	-8.2	-2.1	8.2	10.8	-2.4
O=C(Nc1ccc(Cl)cc1)Nc1nnc(SCc2ccc(Cl)cc2)s1	1.8	1.8	-3.0	-11.9	-2.6	-2.3	-26.4	5.9	-2.9
CCOC(=O)c1sc(=S)n(-c2ccccc2)c1N(C(C)=O)C(C)=O	-7.8	-0.7	3.6	-4.5	4.6	6.9	-4.0	16.7	7.3
COc1cc(OC)c(C(=O)OC(C)C(=O)Nc2cc(C(F)(F)F)ccc2Cl)cc1OC (stereo not given)	-10.3	1.6	-2.9	25.1	-6.7	-11.0	-4.1	-23.8	0.2
Cn1ccnc1C(=O)c1ccccc1Cl	-4.8	1.0	0.0	3.2	0.7	5.1	3.1	13.4	0.3
CCN1CCN(c2nc3c(c(=O)[nH]c(=O)n3C)n2CCCc2ccccc2)CC1	13.7	0.6	2.5	-16.7	5.0	-4.0	4.6	4.6	-6.9
Cc1sc(NC(=O)CN(C(=O)c2ccccc2F)C2CCCC2)c(C(N)=O)c1C	-5.6	1.3	-0.8	8.6	-10.3	1.0	11.1	-1.4	1.6
COc1ccc(C)cc1NC(=O)C(=O)NNC(=O)COc1ccc(Cl)cc1	-8.1	1.5	0.5	-28.6	-11.6	-1.6	14.9	-3.6	7.2
COc1cc(C2CC(=O)c3c([nH]c(C(=O)OCCOC(C)C)c3C)C2)cc(OC)c1OC (stereo not given)	2.1	-0.5	-4.1	-8.0	-6.2	-4.6	7.3	33.1	-1.8
O=C(c1cc(-c2ccc(Br)cc2)n[nH]1)N1CCN(C(=O)c2ccccc2Br)CC1	6.5	2.2	-1.8	-8.1	-13.3	-0.3	4.2	-1.7	-4.4
O=C(C1CCCCC1)N1CCN=C1SCc1cccc([N+](=O)[O-])c1	3.2	0.7	1.1	-10.9	0.8	-7.3	14.1	20.6	-0.5
CS(=O)(=O)c1ccc2nc(NC(=O)c3ccccc3)sc2c1	-2.8	1.5	-4.5	18.0	88.4*	78.4*	5.7	-42.1	88.0*
Cc1cc(NC(=O)c2cc(-c3ccc(C)s3)nc3ccccc23)no1	-0.3	-59.1	-1.8	7.5	-12.9	-1.2	39.9	-400.3	-2.8
